# Assay outcomes (PubChem BioAssay)
# V1R ag counter = counter-screen for oxytocin receptor agonists: human V1a receptor agonists; P37288; CHO-V1R cells, Fluo-8 calcium fluorescence, agonist mode; 0% DMSO, 100% 3 nM vasopressin; activation, % at 3 µM; hit rate 0.25% among 320,000;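 active = activation above the mean activation of all tested compounds plus 3 SD, per screening run, cut at about 20% in these data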;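 note: signal is peak over basal fluorescence ratio across a 100 second FLIPR read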
# Target sequence (P37288 whole entry, looked up): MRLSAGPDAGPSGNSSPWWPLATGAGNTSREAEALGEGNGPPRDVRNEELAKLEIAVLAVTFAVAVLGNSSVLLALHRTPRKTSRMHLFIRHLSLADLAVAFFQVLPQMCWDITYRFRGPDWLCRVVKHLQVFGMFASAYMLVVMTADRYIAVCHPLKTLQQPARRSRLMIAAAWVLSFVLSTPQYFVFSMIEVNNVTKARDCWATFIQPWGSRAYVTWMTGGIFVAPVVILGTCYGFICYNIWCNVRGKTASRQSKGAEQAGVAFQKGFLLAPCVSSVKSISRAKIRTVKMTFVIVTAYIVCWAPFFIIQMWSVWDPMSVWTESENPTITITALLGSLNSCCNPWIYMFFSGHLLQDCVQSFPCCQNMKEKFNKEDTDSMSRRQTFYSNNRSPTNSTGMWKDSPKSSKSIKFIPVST
# MEKK2mut PB1 HTS = signal of MEK5 binding to mutant human MEKK2 PB1 domain | AID 1530 | percent response, % at 10 µM | hit rate 0.35% among 290,000 | bead flow cytometry, Alexa488-MEK5 binding to MEKK2 mutant; in the data active = percent response above about 24%, passing the limit was not always enough; note: inactives centre near 1; some results filed as inactive read as strong as hits; reference of the scale not given here
# OXTR ag = activates the human oxytocin receptor; CHO-OTR cells, Fluo-8 calcium fluorescence; normalized: DMSO 0%, oxytocin 100%; activation, % at 3 µM; hit rate 0.32% among 320,000;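 active = activation above the mean of all tested compounds plus 3 SD, cutoff set per screening run, cut at about 20% in these data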;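 note: peak over basal fluorescence ratio from a 100 s FLIPR kinetic read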
# GalR3 antagonist = antagonists of human GalR3 | hit rate 0.44% among 360,000 | O60755 | HEK293 GalR3-CNG cAMP membrane potential fluorescence; galR3 body fused to GalR1 C-terminus | inhibition, % at 3 µM;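 active = inhibition above the screen-wide average plus 3 SD, cut at about 13% in these data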;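 note: forskolin and galanin both at EC90 stimulate the cells; cAMP rise reported by CNG channel membrane potential dye signal; 0% = forskolin plus galanin with DMSO and 100% = forskolin alone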
# MEKK2 WT-MEK5 = raises or lowers MEK5 binding to wildtype human MEKK2 PB1 domain | Q9Y2U5 | bead flow cytometry, Alexa488-MEK5 binding to MEKK2 WT; actives lie on both sides | AID 1531 | binding response (% of control), % at 10 µM | hit rate 1.1% among 290,000; in the data active = binding response below about 67% or above about 130%
# MEKK3 PB1 HTS = raises or lowers MEK5 binding to the human MEKK3 PB1 domain; Q99759; binding response (% of control), % at 10 µM; bead-based flow cytometry, Alexa488-MEK5 binding to MEKK3; actives lie on both sides; 0 = blocked by unlabeled MEK5, 100 = vehicle; AID 1529; hit rate 1.4% among 290,000;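 active = binding response more than 3 SD above or below the average of its plate-row segment, actives on both sides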;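 note: Alexa488 bead fluorescence after subtracting the streptavidin-only scavenger bead signal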
# Target sequence (Q99759 whole entry, looked up, the tested form may be a part): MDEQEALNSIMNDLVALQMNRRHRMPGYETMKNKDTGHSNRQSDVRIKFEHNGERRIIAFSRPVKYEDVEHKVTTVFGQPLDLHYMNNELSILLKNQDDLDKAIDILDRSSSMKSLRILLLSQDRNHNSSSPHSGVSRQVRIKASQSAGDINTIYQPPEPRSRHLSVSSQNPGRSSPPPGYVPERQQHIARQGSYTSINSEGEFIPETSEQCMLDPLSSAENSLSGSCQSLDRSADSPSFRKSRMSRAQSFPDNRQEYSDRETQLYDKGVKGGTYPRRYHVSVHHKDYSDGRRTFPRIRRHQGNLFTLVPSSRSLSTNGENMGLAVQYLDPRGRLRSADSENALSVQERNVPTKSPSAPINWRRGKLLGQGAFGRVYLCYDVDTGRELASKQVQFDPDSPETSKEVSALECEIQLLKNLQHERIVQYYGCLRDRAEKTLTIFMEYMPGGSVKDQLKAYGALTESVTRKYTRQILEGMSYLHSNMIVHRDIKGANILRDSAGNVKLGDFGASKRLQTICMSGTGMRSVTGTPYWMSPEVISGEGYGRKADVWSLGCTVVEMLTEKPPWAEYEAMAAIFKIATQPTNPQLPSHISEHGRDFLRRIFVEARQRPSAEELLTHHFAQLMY
# PHOSPHO1 block = PHOSPHO1 (human) inhibition; AID 1565; recombinant PHOSPHO1, absorbance phosphatase assay; inhibition, % at 13.3 µM; hit rate 1.1% among 290,000; in the data active = inhibition above about 60%
# NALP1 yeast inh = NALP1 inhibition | S. cerevisiae NALP1/ASC/caspase-1 growth, X-gal OD620, 72 h | inhibition, % at 10 µM | hit rate 0.61% among 280,000; in the data active = inhibition mostly above about 24%, no sharp cut-off; inactive = mostly below about 32%; note: some compounds called inactive have numbers as strong as hits
# GPR7 antagonist = blocks human GPR7 receptor signaling. GPR7-expressing cells, fluorescence antagonist assay. inhibition, % at 4.4 µM. hit rate 1.1% among 290,000. AID 1861; in the data active = inhibition above about 16%, passing the limit was not always enough;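 note: cells stimulated with the agonist NPW; 0% = agonist with vehicle and 100% = vehicle without agonist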
# Starred values were filed as active, the others as inactive; / = not tested or not shown; & = joins results of further samples; [ ] = dose if it differs, or a comment. Only part of the results is shown; count on the stated rates, not on these rows.
SMILES,V1R ag counter,MEKK2mut PB1 HTS,OXTR ag,GalR3 antagonist,MEKK2 WT-MEK5,MEKK3 PB1 HTS,PHOSPHO1 block,NALP1 yeast inh,GPR7 antagonist
COC(=O)C1=Nc2ccccc2/C1=C\c1c(O)n(C)c(=O)n(C)c1=O,2.0,-30,1.1,0,55*[inhibitor],74*[inhibitor],42,4,-17
CC1(C)CN=C(Nc2nc3ccccc3s2)S1,0.6,-12,0.6,-2,90,84,-31,0,-8
O=C(Oc1ccc([N+](=O)[O-])cc1)N1CCC(N2CCCCC2)CC1,0.8,2,0.1,-4,95,96,-9,33,-7
COc1ccc(C2CN(C)CC2C(=O)c2ccc(F)cc2)cc1Cl (centres undefined),1.5,-9,1.7,-7,92,87,46,19,1
O=[N+]([O-])c1ccc(N2CCNCC2)c(Cl)c1,0.5,-4,1.3,-4,96,100,19,6,-7
COc1ccc(CNCCc2ccc(Cl)cc2)c(OC)c1OC,1.6,21,5.6,-15,117,109,19,18,12
CCNc1nc(NC(C)(C)C)nc(SC)n1,2.8,3,-2.4,2,109,112,/,/,/
CNC(=O)Oc1ccc(N(C)C)cc1C(C)C,-0.4,2,-1.2,-9,107,102,12,11,-2
O=C1CN=C(c2ccccc2)c2ccccc2N1,0.1,1,-0.4,-8,101,97,20,7,-7
O=c1[nH]c(=O)n(Cc2ccco2)c(O)c1C=NC1CC1,0.1,2,-0.4,-4,102,104,-18,11,-4
CC(=O)N1CN2CN(C(C)=O)CC(C(=O)c3ccccc3)(C2)C1,0.9,4,0.2,-2,106,102,4,-9,-1
COc1ccc(CCn2c(O)c(C=Nc3ccc(NC(C)=O)cc3)c(=O)[nH]c2=O)cc1OC,1.0,0,-1.1,-2,104,106,36,-9,-6
COc1cc(C2SCC(=O)Nc3c2c(=O)[nH]n3C2CCCCCC2)cc(OC)c1OC (centres undefined),-0.2,2,0.1,-3,98,100,24,26,-8
Nc1ccc2c(c1)oc1ccccc12,0.4,5,1.4,-5,107,107,4,-8,-8
CCCCn1c(O)c(C=NCc2ccc3c(c2)OCO3)c(=O)[nH]c1=O,-0.8,12,-1.5,-4,102,100,24,-18,-3

# Reprinted from the results shown, four compounds:
SMILES,V1R ag counter,MEKK2mut PB1 HTS,OXTR ag,GalR3 antagonist,MEKK2 WT-MEK5,MEKK3 PB1 HTS,PHOSPHO1 block,NALP1 yeast inh,GPR7 antagonist
COc1ccc(CNCCc2ccc(Cl)cc2)c(OC)c1OC,1.6,21,5.6,-15,117,109,19,18,12
CCNc1nc(NC(C)(C)C)nc(SC)n1,2.8,3,-2.4,2,109,112,/,/,/
CNC(=O)Oc1ccc(N(C)C)cc1C(C)C,-0.4,2,-1.2,-9,107,102,12,11,-2
O=C1CN=C(c2ccccc2)c2ccccc2N1,0.1,1,-0.4,-8,101,97,20,7,-7

# The list continues:
SMILES,V1R ag counter,MEKK2mut PB1 HTS,OXTR ag,GalR3 antagonist,MEKK2 WT-MEK5,MEKK3 PB1 HTS,PHOSPHO1 block,NALP1 yeast inh,GPR7 antagonist
CC1CCN(CC#CCOc2ccc(Cl)cc2)CC1,0.2,3,-0.8,-10,103,100,14,16,2
CC[N+](C)(CC)CCCOC(=O)C(O)(c1ccccc1)C1CCCCC1 (centres undefined),0.8,-3,0.4,-3,96,95,0,-9,-3
O=C1C2CCCN2C(c2cccnc2)N1c1ccc(Cl)c(Cl)c1 (centres undefined),1.4,-1,2.2,0,96,99,23,25,3
O=[N+]([O-])[N-][n+]1cnn(Cc2ccc(Cl)cc2)c1,-0.5,-7,-0.3,-5,93,99,11,4,-2
CC(=O)O[C@@]12CO[C@@H]1C[C@H](OC1OCC(O)C(O)C1O)[C@@]1(C)C(=O)[C@H](O)C3=C(C)[C@@H](OC(=O)[C@H](O)[C@@H](NC(=O)c4ccccc4)c4ccccc4)C[C@@](O)([C@@H](OC(=O)c4ccccc4)C12)C3(C)C (some centres undefined),0.2,4,0.1,-3,104,106,-2,-11,13
O=C(Cn1c(=O)n(CC2CS2)c2ccccc21)N1CCCCC1 (centres undefined),0.9,1,0.6,-2,98,100,-10,4,-11
CCCCCCC(=O)c1c(O)n(-c2ccccc2OC)c(=O)[nH]c1=O,0.8,-1,0.3,-4,105,113,5,27,1
Cc1ccc(NC(=O)c2cc(-c3ccccc3)n(CCCN3CCOCC3)c2C)cc1,0.3,8,-1.1,1,109,105,28,37*,0
O=C(O)C(Cl)Cl,-0.8,3,-0.5,/,106,101,/,/,/
CN(C)/C=C1/C(=O)NC(=O)N(CCNc2ncc(C(F)(F)F)cc2Cl)C1=O,2.1,-2,-1.1,4,100,100,34,19,-13
CCc1ccc(C2=NN(CCC(=O)N3CCC4(CC3)OCCO4)C(=O)CC2)cc1,-0.4,-12,0.4,5,84,95,-10,9,12
CCc1cc(=O)oc2cc(C)cc(OCC(=O)N3CCC(C(=O)O)(c4ccccc4)CC3)c12,0.5,-1,0.3,-5,100,100,8,26,-2
O=C(c1cc(C(=O)NCc2ccc(Cl)cc2)c(=O)n(Cc2ccc(Cl)cc2)c1)c1cc(F)ccc1O,-0.5,0,-0.4,-3,107,134*,-19,28,-7
CCOC(=O)c1cncn1[C@H](C)c1ccccc1,0.1,5&-12,-1.2,/,109&77,106&80,32,13,-15
CCOC(=O)c1ccc(N=Cc2c(O)n(-c3ccccc3F)c(=S)[nH]c2=O)cc1,2.1,-1,1.6,0,95,99,24,13,-4
COC(=O)C(O)(c1ccc(N(C)C(=O)c2cccs2)cc1)C(F)(F)F (centres undefined),11,-8,13,-5,91,99,-1,-12,-13
COc1ccc(C2NCc3ccc4c(c3-n3cccc32)OCO4)cc1OC (centres undefined),8.8,4,15,/,116,105,56,8,-1
CCN(CC)C(=O)c1ccc(NC(=O)c2sccc2-c2ccccc2)cc1,1.2,7,1.4,1,111,106,5,1,12
CCc1ccc(/C=C(/C#N)C(N)=S)cc1,0.7,-2,0.3,-4,101,102,-4,-1,-10
C/C=C1\CN2[C@H]3C[C@@]45c6ccccc6N(C)[C@H]4[C@@H]2CC1C3[C@H]5O (some centres undefined),1.1,9,-0.5,-1,119,112,/,/,/
COc1ccc(-n2c(-c3ccccc3Br)nc3ccccc3c2=O)cc1,0.5,6,-1.6,-6,102,104,38,17,-9
CCOC(=O)c1cccc([P+](=O)O)c1,-0.6,-2,0.8,-8,98,103,-8,11,-4
Cc1cccc(NC2=NCCCS2)c1C,0.8,-3,0.3,-1,96,94,-57,2,2
c1ccc2c(CN3CCN(C4CCCCC4)CC3)c[nH]c2c1,-0.4,44*,1.1,-1,168*,114,16,15,21
O=C(C[N+]12CCC(CC1)C(OC(=O)c1ccccc1)C2)c1ccc([N+](=O)[O-])cc1 (centres undefined),-0.6,-11,-1.2,5,95,94,-8,12,14
CC(C(=O)N1CCC2(CC1)OCCO2)C1Sc2ccccc2NC1=O (centres undefined),0.1,-6,-0.3,-4,98,94,-3,4,-6
CC(Cc1ccccc1)NC(=O)Cc1ccc(N(C)C)cc1 (centres undefined),-0.2,1,-1.0,-3,97,99,-24,12,-4
CN1CCN(c2ccc([N+](=O)[O-])c(NCc3ccco3)c2)CC1,1.8,-1,1.3,-10,104,98,1,25,-7
CN(C)C1=C(C#N)C(c2ccccc2)=NP(N(C)C)(N(C)C)=N1,-0.1,3,-1.2,-8,105,105,3,1,-2
CN1C(=O)C(=Cc2ccccc2OCc2ccccc2Cl)C(=O)N(C)C1=O,-0.9,25,-2.7,-7,116,107,2,/,5

# Shown with two lines to a compound: part of the list above
# Values run as follows: V1R ag counter	MEKK2mut PB1 HTS	OXTR ag	GalR3 antagonist	MEKK2 WT-MEK5	MEKK3 PB1 HTS	PHOSPHO1 block	NALP1 yeast inh	GPR7 antagonist
> CCOC(=O)c1cncn1[C@H](C)c1ccccc1
  0.1	5&-12	-1.2	/	109&77	106&80	32	13	-15
> CCOC(=O)c1ccc(N=Cc2c(O)n(-c3ccccc3F)c(=S)[nH]c2=O)cc1
  2.1	-1	1.6	0	95	99	24	13	-4
> COC(=O)C(O)(c1ccc(N(C)C(=O)c2cccs2)cc1)C(F)(F)F (centres undefined)
  11	-8	13	-5	91	99	-1	-12	-13

# Remaining list, next part
SMILES,V1R ag counter,MEKK2mut PB1 HTS,OXTR ag,GalR3 antagonist,MEKK2 WT-MEK5,MEKK3 PB1 HTS,PHOSPHO1 block,NALP1 yeast inh,GPR7 antagonist
C=CCn1c(O)c(C(C)=NCc2ccc3c(c2)OCO3)c(=O)[nH]c1=O,0.5,1,-2.7,-3,100,98,42,18,3
CC1=C2C(=O)C3C(CC=C4CC(OC5OC(O)C(O)C(O)C5CO)CCC43C)C2CCC12OC1CC(C)CNC1C2C (centres undefined),0.9,-1,1.0,-6,102,104,18,/,-8
C=CCn1c(O)c(C(CC)=NCCc2c[nH]c3ccccc23)c(=O)[nH]c1=O,7.7,-1,7.3,2,95,97,10,12,2
COc1ccc(C2C(C#N)=C(N)Oc3c2c(=O)oc2ccccc32)cc1Cn1cc([N+](=O)[O-])cn1 (centres undefined),-0.1,/,-1.1,6,/,/,12,0,-2
COc1cc2c(C(=O)N3CCN(C)CC3)c(C)n(C)c2cc1Br,-0.5,12,-1.2,1,108,101,10,6,17
COc1ccc(Br)cc1CN1CCN(C(=O)Cc2ccccc2)CC1,-0.1,10,-0.7,0,105,107,1,4,9
CCCc1cc(=O)oc2cc(OCC(=O)N3C[C@H]4C[C@@H](C3)c3cccc(=O)n3C4)ccc12,0.4,1,0.1,-4,100,101,39,5,-4
Cc1cc(C(=O)CS(=O)(=O)c2ccccc2)cc(C)c1OC(=O)N(C)C,0.8,1,-1.6,-2,100,101,33,-14,1
COC(=O)C(O)(c1ccc(N(C)C(=O)COc2ccccc2)cc1)C(F)(F)F (centres undefined),1.3,4,-0.6,-1,110,106,-6,21,-5
Cc1ccc(N2C(=O)/C(=C/N3CCN(C(=O)c4ccco4)CC3)C(=O)NC2=S)cc1C,0.8,/,1.1,0,/,/,50,6,-12
CC(=O)N1CC(=O)Nc2ccc(C)cc2C1c1ccccc1 (centres undefined),0.6,9,0.8,-9,107,109,2,18,3
Cn1c(O)c(C=Nc2ccc(Cl)cc2)c(=O)n(C)c1=O,-0.2,/,-0.6,-5,/,/,19,-4,-2
O=C(c1cc(-c2cccnc2)nc2ccccc12)N1CCC2(CC1)OCCO2,0.7,-3,3.1,-5,100,99,-2,-2,-4
Cc1ccc(/C=C2\C(=O)NC(=S)N(c3ccc(F)cc3)C2=O)o1,/,5,/,-8,95,102,-8,9,-5
O=c1[nH]c(O)c(N=Nc2ccc3c(c2)OCCO3)c(=O)[nH]1,0.2,0,-2.2,-2,98,100,40,-8,-8
Cc1sc2c(c1C)C(c1cccs1)=NCC(=O)N2CC(=O)NCc1cccs1,3.2,4,5.7,-2,99,100,13,-1,7
CCC/C(=N\O)c1c[nH]c2ccccc12,3.6,5,1.5,-2,100,99,7,4,-7
O=Cc1c(C(=O)O)n(Cc2ccccc2Cl)c2ccccc12,2.5,-4,0.3,-7,97,98,-1,10,-10
CN(C)c1ccc(/C=C2\C(=O)NC(=O)N(Cc3ccc(F)cc3)C2=O)cc1,0.1,1,1.1,-6,96,95,13,/,-12
CN1CCCN(C(=O)COc2ccc(F)cc2Cl)CC1,0.0,-4,0.5,0,100,102,-7,14,-6
FC(F)(F)c1ccccc1CCN1CCNCC1,-0.1,5,2.6,-13,105,100,/,12,3
CN(C)C1(c2nnnn2-c2ccc(Cl)cc2)CCCCC1,-1.1,5,-1.6,1,106,104,-2,-19,-9
Cc1ccccc1-n1c(O)c(/C=C2/C(c3ccccc3)=Nc3ccccc32)c(=O)[nH]c1=O,1.3,-6,0.6,-2,92,87,-6,27,29*
